OX1R antag-1: antagonists of human orexin 1 receptor | O43613 | CHO/OX1R cells, Fluo-8 calcium fluorescence, orexin A | inhibition, % at 5 µM | 330,000 compounds, 0.43% hits | AID 434989;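 active = inhibition above its plate's threshold, mean inhibition of all tested compounds on the plate plus 3 SD, cut at about 37% in these data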;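 note: 0% = orexin A challenge wells and 100% = SB-334867-A antagonist wells; not every result past the cut was called active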
Target sequence (O43613 whole entry, looked up): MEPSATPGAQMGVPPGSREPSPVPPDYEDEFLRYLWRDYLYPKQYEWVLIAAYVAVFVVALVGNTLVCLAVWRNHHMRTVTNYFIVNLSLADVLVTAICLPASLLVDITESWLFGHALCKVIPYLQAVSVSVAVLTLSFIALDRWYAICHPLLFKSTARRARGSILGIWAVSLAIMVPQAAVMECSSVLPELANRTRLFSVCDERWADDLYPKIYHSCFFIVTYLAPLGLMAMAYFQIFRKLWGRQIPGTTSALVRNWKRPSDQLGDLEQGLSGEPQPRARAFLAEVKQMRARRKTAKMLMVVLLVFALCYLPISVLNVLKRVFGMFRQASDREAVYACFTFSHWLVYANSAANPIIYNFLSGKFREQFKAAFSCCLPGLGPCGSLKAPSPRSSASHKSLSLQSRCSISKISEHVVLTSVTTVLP
STK33 kinase inh: blocks human STK33 kinase activity | Q9BYT3 | purified STK33, MBP phosphorylation, ADP-Glo luminescence | inhibition, % at 10 µM | 320,000 compounds, 0.073% hits;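 active = inhibition at or above 25%, using the most active replicate where run in duplicate; inactive = inhibition below 25%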
Target sequence (Q9BYT3 whole entry, looked up): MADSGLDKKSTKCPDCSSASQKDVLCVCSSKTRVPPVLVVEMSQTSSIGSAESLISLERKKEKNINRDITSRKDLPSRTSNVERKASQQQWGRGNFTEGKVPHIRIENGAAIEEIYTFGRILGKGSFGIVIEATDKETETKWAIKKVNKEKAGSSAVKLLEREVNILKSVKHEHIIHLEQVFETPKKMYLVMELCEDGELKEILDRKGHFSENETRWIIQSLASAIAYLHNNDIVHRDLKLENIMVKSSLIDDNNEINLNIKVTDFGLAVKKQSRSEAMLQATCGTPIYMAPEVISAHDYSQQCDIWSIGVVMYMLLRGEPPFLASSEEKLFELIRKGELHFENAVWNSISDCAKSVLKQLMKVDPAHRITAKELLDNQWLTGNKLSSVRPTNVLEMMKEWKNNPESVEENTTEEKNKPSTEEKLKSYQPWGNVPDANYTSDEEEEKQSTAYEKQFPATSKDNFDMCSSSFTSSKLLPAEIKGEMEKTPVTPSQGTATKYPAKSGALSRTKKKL
OX1R antag-2: OX1R (human) antagonism | OX1R-expressing cells, FRET antagonist read-out | inhibition, % at 6.6 µM | 330,000 compounds, 1.8% hits | AID 485270; in the data active = inhibition mostly above about 38%, no sharp cut-off; inactive = mostly below about 40%;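 note: 0% = agonist challenge alone and 100% = reference antagonist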
An asterisk follows results filed as active; . = no result given. No enrichment for hits; about 2.2% have a hit in one of these screens.

Order of values – OX1R antag-1 | STK33 kinase inh | OX1R antag-2
Cc1ccc(C)c(NC(=S)NNC(=O)c2csc(C(C)C)c2)c1
  -28 | 0.1 | 9
COc1ccc(CCNS(=O)(=O)c2cn(C)nc2C)cc1OC
  4 | 0.0 | 11
Cc1ccc(SCCC(=O)Nc2cccnc2)cc1
  -6 | -3.5 | 21
COc1ccccc1/C=N/NC(=O)c1ccc(Cn2nc([N+](=O)[O-])cc2C)cc1
  -6 | -0.8 | 18
Cn1c(SCC(=O)Nc2cccnc2Cl)nc2ccccc21
  -17 | 0.9 | 8
O=C(/C=C1\SC(=O)NC1=O)Nc1ccc(F)cc1
  10 | -1.2 | 31
O=C(Nc1nnc(-c2ccncc2)o1)c1ccc(Br)s1
  -6 | -0.7 | 19
O=C(Cn1c2ccc(F)cc2c2nc3n(c(=O)c21)CCS3)Nc1ccccc1F
  -28 | -2.3 | 19
Cc1ccc(-c2nn(Cc3ccccc3)cc2/C=C/C(=O)O)cc1C
  -18 | -3.6 | 16
Cc1cccc(NC(=O)Cn2ccn(-c3ccc4c(c3)OCCO4)c(=O)c2=O)c1
  -12 | -0.1 | 9
Cc1cccc2c1-c1sc(C(=O)Nc3cccc([N+](=O)[O-])c3C)cc1CO2
  -7 | -2.0 | 27
CCOCCCNC(=O)C1CCC(=O)N1CCc1ccccc1 (stereo not given)
  -12 | -1.0 | 11
O=C(NCC1CCCO1)C(=O)NCC(c1ccco1)N1CCN(c2ccc(F)cc2)CC1 (stereo not given)
  -17 | -2.6 | 7
CCNC(=O)c1ccc(-n2nc(C(F)(F)F)c3c2CCCC3)cc1
  -16 | -0.2 | 9
CCN(CC)c1ccc(C(=O)N/N=C(\C)c2ccc(OC)c(OC)c2)cc1
  -8 | 1.6 | 20
CN(C)S(=O)(=O)c1ccc(NC(=O)c2ccccn2)cc1
  -11 | 1.0 | 1
COc1ccc(C/C(C)=N/NC(=S)Nc2ccc(C(C)C)cc2)cc1
  -23 | 8.9 | 13
COc1cccc(N(CC(=O)Nc2cccnc2)S(C)(=O)=O)c1
  -15 | -0.3 | 4
CC(C)(C)NC(=O)CSc1nccn1Cc1ccccc1
  -21 | 0.2 | 3
CC(=O)NNC(=O)CC(=O)Nc1nc(C23CC4CC(CC(C4)C2)C3)cs1
  -11 | 1.3 | 14
COc1ccc(CC(=O)NC(C)CCc2ccccc2)cc1OC (stereo not given)
  -6 | -0.3 | -12
O=C(NCc1ccc(Cl)cc1)C1CCCN(c2ncnc3c2nc2n3CCCCC2)C1 (stereo not given)
  -25 | -2.7 | 15
O=C(CCn1c(=S)[nH]c2cc3c(cc2c1=O)OCO3)NCc1ccccc1Cl
  -6 | -1.6 | 18
CCOC(=O)NCCc1c(C)nc2c(c(C)nn2C(C)(C)C)c1C
  -34 | -0.9 | 22
CCOC(=O)Cc1nnc(NC(=O)COc2ccc(F)cc2)s1
  -3 | -1.1 | 1
CCn1c(-c2ccc([N+](=O)[O-])cc2)n[nH]c1=S
  0 | 1.6 | 42
COC(=O)c1cc2sccc2n1CC(=O)Nc1cc(OC)cc(OC)c1
  -7 | -0.7 | 21
CCOC(=O)CCSc1nc(C)c2cc(C)c(C)cc2n1
  -19 | -0.4 | 32
CCCCNC(=O)c1cc2c(=O)n3cccc(C)c3nc2n(Cc2ccccc2)c1=N
  -27 | -1.0 | 11
CCOc1ccc(S(=O)(=O)N(C)CC(=O)NCc2ccco2)cc1
  -13 | -1.1 | 14

Taken from above:
OX1R antag-1, Cn1c(SCC(=O)Nc2cccnc2Cl)nc2ccccc21 reads -17
OX1R antag-2, CCOc1ccc(S(=O)(=O)N(C)CC(=O)NCc2ccco2)cc1 reads 14

The listing continues.
Order of values – OX1R antag-1 | STK33 kinase inh | OX1R antag-2
COc1cc(CCC(=O)OCC(=O)Nc2ccc(Br)cc2F)cc(OC)c1OC
  -20 | -1.4 | 10
CC(C)Oc1cccc(C(=O)C2CCCN(S(=O)(=O)C(C)C)C2)c1 (stereo not given)
  -7 | -0.2 | 6
O=C(c1cccc(Cl)c1)c1nn(-c2ccccc2)c(=O)cc1C(F)(F)F
  -38 | -2.9 | 9
COc1cccc2cc(C(=O)C3=C(O)C(=O)N(Cc4ccco4)C3c3cccnc3)oc12 (stereo not given)
  -23 | -1.7 | -14
Cc1c(C(=O)NC(c2ccccn2)C(F)(F)F)oc2c(F)cccc12 (stereo not given)
  -6 | -1.1 | 5
O=C(COC(=O)c1cccnc1Cl)Nc1ccc2c(c1)OCO2
  1 | -1.4 | 17
C#CCOCCOCCOCCNc1nc(N2CCN(C(=O)CCCCCCCCCCNC(=O)[C@H](CO)n3cc(CCCSC)nn3)CC2)nc(N2CCN(C(=O)CCCCCCCCCCNC(=O)[C@@H]([C@H](C)O)n3cc(C)nn3)CC2)n1
  3 | -1.8 | -7
Cc1ccc2ncccc2c1N
  -12 | -1.2 | 36
COc1cc(NC(=O)COC(=O)c2nc3nc(C)cc(C)n3n2)cc(OC)c1
  -12 | -0.6 | 1
Cc1ccc(C)n1-c1ccc(C(=O)NCc2ccncc2)cc1
  0 | 0.2 | 13
Cn1nnc2cc(NC(=O)Nc3cccc(C(F)(F)F)c3)ccc21
  -17 | -1.5 | 14
C[C@@H](NC(=O)[C@@H]1Cc2ccccc2CN1)C(=O)NC1CCCCC1
  -28 | -0.7 | 12
COc1ccc(NC(=S)N2C3CCC2CC(NC(=O)NC24CC5CC(CC(C5)C2)C4)C3)c(OC)c1 (stereo not given)
  -16 | -2.4 | 12
O=C(Nc1ccc(C(=O)N2CCCCC2)cc1)Nc1cccc(Cl)c1
  -10 | -0.7 | 4
COc1ccc(NCCc2ccccn2)cc1
  -8 | -0.5 | 21
CCOc1ccccc1NS(=O)(=O)c1ccc(OC)c(OC)c1
  -8 | 0.9 | 23
CCN(CC)CCN(C(=O)c1ccc(N2C(=O)CCC2=O)cc1)c1nc2cc3c(cc2s1)OCO3
  -9 | -0.7 | 7
CC(=O)c1cccc(NS(=O)(=O)c2ccc(-c3cnc(C4CC4)o3)cc2)c1
  13 | 0.9 | 36
CCN(C(=O)CCN1C(=O)S/C(=C\c2ccccc2)C1=O)C1CCS(=O)(=O)C1 (stereo not given)
  5 | -0.2 | 34
Cc1ccc(C)n1CCN1CCN(C(=O)c2ccc(Cl)cc2)CC1
  -7 | -1.1 | 9
Cc1onc(-c2ccccc2)c1NC(=O)N(CCC(=O)O)Cc1ccccc1
  4 | -0.8 | -2
COC(=O)C1=C(C)N(Cc2ccccc2)C(=S)N[C@H]1c1ccc(Br)cc1
  -15 | 0.8 | 4
Cc1ccc(S(=O)(=O)C(C#N)c2nc3ccccc3nc2OCCO)cc1 (stereo not given)
  -22 | 0.8 | 33
COc1ccccc1N1CCN(C2=CC(=O)CCC2)CC1
  -10 | 0.1 | 7
CN(C)S(=O)(=O)c1cccc(NC(=O)CN2C(=O)NC(CCc3ccccc3)C2=O)c1 (stereo not given)
  -11 | -1.0 | 2
N/C(=N\N=C\c1cccs1)SC1CC(=O)N(c2cccc([N+](=O)[O-])c2)C1=O (stereo not given)
  -12 | 6.3 | 8
CCN1C(=NCC(C)C)N[C@@H](c2cccc(C(F)(F)F)c2)C(C(=O)OC)=C1C
  -23 | 0.3 | 24
O=C(O)CCCN1C(=O)/C(=C/c2ccc(-c3nc4ccccc4s3)o2)SC1=S
  1 | -1.9 | 2
CN(C(=S)Nc1ccc(SC(F)F)cc1)c1ccc(O)cc1
  16 | 0.1 | 14
COc1ccc2nc(Nc3nc(C)c(C(C)=O)s3)sc2c1
  4 | 3.6 | 81*

(more compounds)
Order of values – OX1R antag-1 | STK33 kinase inh | OX1R antag-2
CN(CC1CCOCC1)C(=O)CC1C(=O)NCCN1CC(c1ccccc1)c1ccccc1 (stereo not given)
  -26 | 1.1 | 21
COc1ccc(/C(C)=N/NC(=O)CNC(=O)COc2ccccc2)c(OC)c1
  -9 | 0.2 | 4
Cc1ccc(-c2csc(N(CCCN(C)C)C(=O)c3ccco3)n2)cc1
  -31 | 0.0 | 13
CC(=O)N(c1ccccc1)c1c(F)c(F)c(F)c(F)c1F
  9 | -0.2 | 6
O=C(COC(=O)c1ccc(F)cc1)Nc1ccccc1N1CCOCC1
  -21 | -0.9 | 18
Cc1ccc(C(=O)CCC(=O)OCC(=O)N(C)c2c(N)n(Cc3ccccc3)c(=O)[nH]c2=O)cc1
  -19 | 0.0 | 13
COc1cc(Cl)c(C)cc1NC(=O)CSC1=NCCS1
  -22 | 2.7 | 5
COc1ccc(C(=O)N(CC2CCCO2)C(C(=O)NC2CCCC2)c2ccc(C)cc2)cc1OC (stereo not given)
  -17 | 0.8 | 1
Cc1cccnc1NC(=O)CCc1nnc2ccc(NCc3ccco3)nn12
  1 | -0.4 | 14
COc1ccc(C(=O)Nc2cc(C)c(NC(=O)c3ccccn3)cn2)cc1
  -32 | -0.2 | 24
COc1cc(NC(=O)c2cccc(C)c2)c(Cl)cc1[N+](=O)[O-]
  -27 | 0.2 | 18
CCc1ccc(NC(=O)CNC(=O)[C@@H]2Cc3ccccc3CN2)cc1
  23 | -0.1 | 4
COc1ccc(Cl)cc1-c1nc(SCC(=O)NCCN2C(=O)CSC2=O)n[nH]1
  -3 | 1.1 | -4
Cc1ccc(NC(=O)C2CCCN2C(=O)c2cccs2)cc1C (stereo not given)
  -20 | -1.3 | 7
CCN(CC)c1ccc(Nc2nc(Cl)ncc2Br)cc1
  -11 | -1.0 | 4
COC(=O)[C@]1(Cc2ccccc2)N[C@H](CN(C)S(=O)(=O)c2ccc(-c3ccccc3)cc2)[C@@H]2C(=O)N(C)C(=O)[C@@H]21
  1 | 0.1 | 13
CC(=O)Nc1ccc(N(C(=O)c2ccccn2)C(C(=O)NC2CCCCC2)c2ccc(F)cc2)cc1 (stereo not given)
  -12 | -0.9 | 17
CCOC(=O)CSC1=C(C#N)C(c2ccco2)C(C(=O)Nc2cccc(C(F)(F)F)c2)=C(C)N1 (stereo not given)
  -5 | -0.5 | 16
Cc1c(/C=N/NC(=O)c2ccccc2O)c2ccccn2c1C(=O)c1ccc(F)cc1
  30 | . | 32
Cc1ccc(S(=O)(=O)NCC(=O)OCC(=O)Nc2cccc(S(=O)(=O)NC3=NCCCCC3)c2)cc1C
  -7 | -1.2 | 14
CCc1ccccc1NC(=O)c1ccc2snnc2c1
  -2 | -1.0 | 20
O=C(Nc1nccs1)C1CCCN(S(=O)(=O)c2cccnc2)C1 (stereo not given)
  8 | -1.7 | 9
O=C(Nc1cnccn1)C1c2ccccc2Oc2ccccc21
  -16 | 0.6 | 4
CC(C)(C)c1ccc(C(=O)N2CCC(=O)N(C(CO)Cc3ccccc3)CC2)cc1 (stereo not given)
  -21 | 0.5 | 43
CCC1CCCCN1C(=O)COc1cccc2c1CCN(C)C2=O (stereo not given)
  -27 | -0.1 | 5
Cc1c(OCC(=O)N(C)C)ccc2c(-c3ccccc3)cc(=O)oc12
  -32 | 0.5 | 8
CCc1ccc(NC(=O)CSc2ccc(-c3ccco3)nn2)cc1
  -23 | 1.6 | 22
CC(Nc1ccc(Cl)cc1)c1cc(Cl)ccc1O (stereo not given)
  -6 | -0.6 | 19
CCCNCc1cc(Br)ccc1OCC(=O)NCCc1ccccc1
  -20 | 1.8 | 15
O=C(c1cc2c(=O)n3ccccc3nc2s1)N1CCN(Cc2ccc3c(c2)OCO3)CC1
  -15 | 1.2 | 11

Sorted by SMILES length (ascending): some entries from above
Order of values – OX1R antag-1 | STK33 kinase inh | OX1R antag-2
CCc1ccc(NC(=O)CSc2ccc(-c3ccco3)nn2)cc1
  -23 | 1.6 | 22
CN(CC1CCOCC1)C(=O)CC1C(=O)NCCN1CC(c1ccccc1)c1ccccc1 (stereo not given)
  -26 | 1.1 | 21
COc1ccc(C(=O)N(CC2CCCO2)C(C(=O)NC2CCCC2)c2ccc(C)cc2)cc1OC (stereo not given)
  -17 | 0.8 | 1

(continued)
| compound | OX1R antag-1 | STK33 kinase inh | OX1R antag-2 |
| --- | --- | --- | --- |
| COc1ccc(NC(=O)c2c(Cl)cnn2C)c(C)c1 | -14 | -1.4 | 9 |
| O=C(COc1cccc2cccnc12)N/N=C1\SCC(=O)N1CCc1ccccc1 | -25 | -0.3 | 42 |
| O=C1CCC(c2ccccc2)N1C(=O)c1cccnc1 (stereo not given) | -6 | -1.2 | 13 |
| Cc1noc(C)c1NC(=O)Nc1ccc2c(c1)C(=O)N([C@H](C)CO)C[C@H](C)[C@@H](CN(C)C(=O)NC1CCCCC1)O2 | 9 | 0.8 | 14 |
| Clc1ccc(-c2nnc3cccc(Cl)n23)c(Cl)c1 | -27 | -0.5 | 17 |
| O=C(COC(=O)c1ccc(S(=O)(=O)NCc2ccco2)cc1)NCC1CCCCC1 | -7 | -2.6 | 12 |
| O=C(c1cc(Br)ccc1O)N1CCN(S(=O)(=O)Cc2ccccc2)CC1 | -6 | -0.5 | 0 |
| O=C(CSc1nncn1-c1cccnc1)N1CCOCC1 | -10 | -0.5 | 4 |
| c1ccc(C2C3=C(CCCC3)Nc3ncnn32)cc1 (stereo not given) | 8 | -0.6 | 0 |
| COc1cccc(CNS(=O)(=O)c2cc(-c3cc(C)no3)ccc2C(C)C)c1 | -13 | -0.7 | 20 |

Molecules above that contain a cyano group (2):
| compound | OX1R antag-1 | STK33 kinase inh | OX1R antag-2 |
| --- | --- | --- | --- |
| Cc1ccc(S(=O)(=O)C(C#N)c2nc3ccccc3nc2OCCO)cc1 (stereo not given) | -22 | 0.8 | 33 |
| CCOC(=O)CSC1=C(C#N)C(c2ccco2)C(C(=O)Nc2cccc(C(F)(F)F)c2)=C(C)N1 (stereo not given) | -5 | -0.5 | 16 |
